LANA DNA inh = blocks KSHV LANA C-terminal domain binding to DNA; AID 504423; inhibition, % at 9 µM; 340,000 tested, 0.078% active; MBP-C-LANA/FAM-LBS DNA binding, fluorescence polarization;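 active = highest replicate inhibition at or above 60% at 9 µM, even if other replicates fall short; inactive = all replicates below 60% inhibition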;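 also: 0% = neutral control wells and 100% = 4 µM acridine orange control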
DAGLB inhibitor = blocks human DAGLB lipase activity. Q8NCG7. HEK293T DAGLB membrane lysate, EnzChek fluorogenic substrate. inhibition, % at 5.17 µM. 340,000 tested, 0.059% active. AID 504411; in the data active = inhibition above about 34%;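 also: 0% = enzyme with vehicle and 100% = wells lacking enzyme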
CAL PDZ FP-1 = human CAL PDZ-peptide interaction inhibition. inhibition, % at 20 µM. Q9HD26. AID 504414. 330,000 tested, 0.02% active. purified CAL PDZ, TMR-peptide fluorescence polarization, 1 h;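 active = highest replicate inhibition of at least 40%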;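 also: plate controls were DMSO neutral control wells for no effect and unlabeled competitor peptide control wells for full effect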
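Material: tagged CAL PDZ domain; buffer or medium: 25 mM sodium phosphate pH 7.4, 150 mM NaCl, TCEP, IgG, Thesit; compound dosing: single point, 20 µM; schedule: 1 h incubation at room temperature before polarization reading; measured by: FP readout, S and P plane fluorescence; read-out basis: percent inhibition from loss of millipolarization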
Keap1 Nrf2 FP = Keap1-Nrf2 (human) interaction inhibition; inhibition, % at 9.4 µM; 340,000 tested, 0.15% active; Keap1 Kelch-Nrf2 peptide fluorescence polarization, 1536-well; AID 504523; in the data active = inhibition above about 12%; inconclusive = no clear call, values can overlap the other calls; inactive = below about 7.3%;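 also: human Keap1 Kelch domain with fluorescein labeled Nrf2 9mer peptide probe; 0% = neutral control wells and 100% = peptide positive control; higher means more block of Keap1 binding to Nrf2 peptide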
Target sequence (Q14145 whole entry, looked up, the tested form may be a part): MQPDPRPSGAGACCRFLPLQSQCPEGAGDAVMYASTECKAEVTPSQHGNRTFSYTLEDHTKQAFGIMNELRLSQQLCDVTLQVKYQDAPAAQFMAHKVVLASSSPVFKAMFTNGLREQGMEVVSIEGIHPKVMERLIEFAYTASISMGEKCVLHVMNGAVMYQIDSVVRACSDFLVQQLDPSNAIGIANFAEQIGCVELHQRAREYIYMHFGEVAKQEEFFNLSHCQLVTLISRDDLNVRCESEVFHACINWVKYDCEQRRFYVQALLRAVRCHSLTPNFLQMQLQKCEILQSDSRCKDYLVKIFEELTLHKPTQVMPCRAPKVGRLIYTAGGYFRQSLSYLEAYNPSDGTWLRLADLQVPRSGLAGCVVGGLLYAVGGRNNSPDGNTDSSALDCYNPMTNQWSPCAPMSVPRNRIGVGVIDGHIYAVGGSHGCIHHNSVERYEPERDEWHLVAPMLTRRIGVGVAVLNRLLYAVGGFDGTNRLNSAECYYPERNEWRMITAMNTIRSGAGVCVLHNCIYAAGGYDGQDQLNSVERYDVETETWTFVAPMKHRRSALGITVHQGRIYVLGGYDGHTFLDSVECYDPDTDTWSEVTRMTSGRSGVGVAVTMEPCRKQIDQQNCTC
RTF Ca sens act = increases calcium sensitivity of human cardiac regulated thin filaments. AID 493008. P19429+P45379. activation, % at 7.2 µM. 340,000 tested, 0.24% active. IANBD-labeled TnC RTF fluorescence at EC20 calcium; 0% EC20 calcium, 100% full calcium;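 active = activation above the mean over all tested compounds plus 3 SD, cut at about 30% in these data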;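 also: rise in fluorescence read as greater calcium sensitivity of cardiac thin filaments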
Rtt109 HAT inh = C. albicans Rtt109 histone acetyltransferase inhibition. Q5AAJ8. purified Rtt109/Vps75, ThioGlo CoA-SH fluorescence, 4 h. inhibition, % at 34.9 µM. 330,000 tested, 0.16% active;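 active = inhibition of at least 50% in every replicate; inconclusive = best replicate reaches 50% inhibition but some replicates fall short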
Target sequence (Q5AAJ8 whole entry, looked up): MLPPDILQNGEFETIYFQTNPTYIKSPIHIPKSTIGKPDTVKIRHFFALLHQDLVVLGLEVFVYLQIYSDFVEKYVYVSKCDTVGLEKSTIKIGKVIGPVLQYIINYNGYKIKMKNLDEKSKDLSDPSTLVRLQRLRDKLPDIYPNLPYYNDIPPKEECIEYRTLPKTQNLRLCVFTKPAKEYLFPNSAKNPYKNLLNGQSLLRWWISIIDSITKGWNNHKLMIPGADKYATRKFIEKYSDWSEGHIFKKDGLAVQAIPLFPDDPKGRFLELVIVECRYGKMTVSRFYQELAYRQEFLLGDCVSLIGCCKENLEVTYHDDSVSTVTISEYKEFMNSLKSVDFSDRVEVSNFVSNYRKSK
RTF Ca sens inh = cardiac RTF calcium desensitization. P19429+P45379. IANBD-labeled cardiac RTF, Ca2+ fluorescence. inhibition, % at 7.15 µM. 340,000 tested, 0.12% active;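 active = inhibition above the mean inhibition of all tested compounds plus 3 SD, cut at about 17% in these data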;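 also: assay run at fixed EC70 calcium of 1.6 mM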
SR-BI uptake up = enhances SR-BI lipid uptake from DiI-HDL; activation, % at 12.5 µM; AID 504775; CHO ldlA[mSR-BI] cells, DiI-HDL uptake fluorescence, 3 h; 100 = double the neutral-control signal; 320,000 tested, 0.096% active;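 active = mean replicate activation of at least 60% and every replicate at or above 60%; inconclusive = mean or all-replicate condition met, but not both; inactive = mean below 60% and not all replicates reaching 60%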;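 also: 0% = median plate neutral-control signal and 100% = twice that signal; values of inactives mirror those of a sister screen read the other way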
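Material: SR-BI-overexpressing, LDLR-lacking CHO cells | Dosing: Single compound concentration, delivered by pin transfer | Probe or stimulus: Labelled HDL, 10 µg/mL | Signal: Bottom-read cell fluorescence after medium removal, ex 550/em 595 nm | Schedule: 3 h, 37 °C | Evaluation: HDL uptake via cellular fluorescence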
CAL PDZ FP-2 = blocks peptide binding to the human CAL PDZ domain; Q9HD26; purified CAL PDZ, TMR-peptide fluorescence polarization, 1 h; inhibition, % at 24.9 µM; 300,000 tested, 0.92% active; AID 602252;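 active = mean inhibition of at least 30% with at least half of replicates also reaching 30%; inconclusive = no clear call, values can overlap the other calls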;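 also: 0% = DMSO neutral control and 100% = excess unlabeled competitor peptide PRC23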
PKA-R2B activ = activates the human PKA-R2B holoenzyme complex | AID 504700 | activation, % at 11.4 µM | PKA-R2B holoenzyme dissociation, Cy5-IP20 fluorescence polarization; R2B truncated from residue 108, S112A mutant; 0% DMSO only, 100% 113 µM cGMP | 340,000 tested, 0.079% active;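 active = activation above a cutoff set at the mean over all compounds plus 3 SD, cut at about 18% in these data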;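 also: higher means more holoenzyme dissociation and a rise in polarization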
* marks the source's active call; other numbers are inactive results; ? = inconclusive; . = not tested or not shown.

#	molecule	LANA DNA inh	DAGLB inhibitor	CAL PDZ FP-1	Keap1 Nrf2 FP	RTF Ca sens act
1	Cc1ccc2nc(C3CCN(S(=O)(=O)c4ccc5ccccc5c4)CC3)[nH]c2c1	3.9	-9	-3.4	6	1
2	Nc1ncnc(Nc2ccc(F)c(Cl)c2)n1	0.4	-2	-0.5	-8	0
3	O=C(COc1ccc(Cl)cc1Br)NC1CC1	0.5	-2	-0.2	1	-5
4	O=C1c2cccc3c([N+](=O)[O-])c(O)cc(c23)C(=O)N1Nc1ccccc1	-1.3	16	-1.9	0	4
5	CCOC(=O)CSC1=C(C#N)C(c2ccccc2F)C(C(C)=O)=C(C)N1 (centres undefined)	3.1	-5	-1.0	-3	6
6	Cn1c(CNc2nc(-c3ccccc3)cs2)nnc1SCC(=O)OC1CCCCC1	-0.5	-16	-0.4	-1	-6
7	O=c1ccc(-c2ccccc2)nn1Cc1ccccc1F	-1.3	-3	-0.3	2	2
8	CN(C)C(=O)c1c([N+](=O)[O-])ncn1C	0.3	3	-0.8	-3	5
9	COc1ccc(N2CCN(CC(=O)c3ccc(O)c(C)c3O)CC2)cc1	2.2	3	-2.0	7	-3
10	Cc1ccc(OCC(=O)N(Cc2ccc(C)o2)C2CCS(=O)(=O)C2)cc1 (centres undefined)	-0.2	1	-2.5	-1	0
11	COc1nc(NCCc2ccc(OC)c(OC)c2)nc(NC(C)(C)CO)n1	1.2	3	-0.5	0	2
12	O=[N+]([O-])c1ccccc1S(=O)(=O)NC1CC2CCC1C2 (centres undefined)	-1.7	0	-1.4	-5	-9
13	COc1ccc(-c2ocnc2C(=O)Nc2ccc(N3CCOCC3)cc2N2CCOCC2)cc1OC	-0.7	0	-0.3	1	-1
14	CC1CCC(CN2CCN=C2Nc2ccccc2)CC1 (centres undefined)	1.4	3	-0.4	-3	-4
15	Cc1ccc(S(=O)(=O)Nc2c(C)n(C)n(-c3ccccc3)c2=O)cc1C(=O)NCc1ccccc1	0.9	1	0.0	-3	-1

#	Rtt109 HAT inh	RTF Ca sens inh	SR-BI uptake up	CAL PDZ FP-2	PKA-R2B activ
1	5	-1	9	0	-2
2	-13	-2	5	.	-1
3	?	-2	-13	.	-4
4	10	-10	16	2	10
5	-7	-2	-13	-1	-6
6	0	2	-52	.	-3
7	39	-5	6	-6	-11
8	7	-5	16	-4	-3
9	4	-2	-17	-2	-3
10	-10	-5	5	-2	-6
11	-28	-1	10	-23	-7
12	-2	-1	5	-1	-11
13	3	15	.	-2	6
14	3	-6	17	1	6
15	5	2	7	0	1

The final 2 entries of the section before come first, to join the parts.
#	molecule	LANA DNA inh	DAGLB inhibitor	CAL PDZ FP-1	Keap1 Nrf2 FP	RTF Ca sens act
14	CC1CCC(CN2CCN=C2Nc2ccccc2)CC1 (centres undefined)	1.4	3	-0.4	-3	-4
15	Cc1ccc(S(=O)(=O)Nc2c(C)n(C)n(-c3ccccc3)c2=O)cc1C(=O)NCc1ccccc1	0.9	1	0.0	-3	-1
16	Cc1ccc(S(=O)(=O)c2nnn3c2nc(N2CCOCC2)c2ccccc23)cc1	0.5	2	-1.0	3	-3
17	COc1ccc(-c2cc(C(=O)N/N=C(\C)c3ccco3)c3ccccc3n2)c(OC)c1	34	-3	-2.2	-2	-3
18	Cc1ccc(N(C(=O)C(F)(F)F)C(C(=O)NC2CCCCC2)c2cccs2)cc1 (centres undefined)	1.3	-7	-0.2	0	1
19	COCC(C)NC(=O)c1cc(OC)cc(OC)c1 (centres undefined)	1.9	1	-1.5	-4	-2
20	O=C(Nc1ccccc1N1CCCCC1)c1ccco1	-0.8	-8	.	-5	0
21	C=CCC[C@H](Cc1ccc(F)cc1)C(=O)OC[C@@H](Cc1c[nH]c2ccccc12)NC(=O)[C@@H](CC=C)CC(=O)N[C@@H](CO)Cc1ccccc1	-1.5	-1	0.3	-4	-1
22	Cc1ccccc1-n1c(=O)cc(N2CCc3ccccc32)[nH]c1=O	-1.5	1	-0.4	1	1
23	COc1ccc(NC(=O)c2ccccc2NC(=O)C2CCCO2)cc1 (centres undefined)	-0.5	2	-1.2	0	5
24	CCC(C)NC(=O)CN(c1cc(Cl)ccc1OC)S(C)(=O)=O (centres undefined)	0.0	0	-2.3	-1	9
25	CC(c1ccccc1)N1CC(C(=O)N2CCCC(C(N)=O)C2)CC1=O (centres undefined)	-0.7	1	1.2	-1	-1
26	CC(C)CC(=O)NC1(C(F)(F)F)C(=O)N(Cc2ccccc2)C2=C1C(=O)CC(C)(C)C2 (centres undefined)	1.2	-1	-0.9	4	0
27	CCn1nnnc1SCC(=O)c1cc(OC)ccc1OC	0.2	-5	0.2	-8	2
28	C[C@@H]1CN([C@@H](C)CO)C(=O)c2cccc(NC(=O)C3CCCCC3)c2O[C@@H]1CN(C)C(=O)NC1CCCCC1	1.3	-3	1.5	0	-7
29	CN(C)S(=O)(=O)c1ccc(Cl)c(C(=O)Nc2cccc([N+](=O)[O-])c2)c1	-1.4	0	-0.1	-4	-3
30	CCn1c(=O)c(C(=O)NCc2ccc(Cl)cc2)c(O)c2ccccc21	-1.7	-2	0.2	-1	-5

#	Rtt109 HAT inh	RTF Ca sens inh	SR-BI uptake up	CAL PDZ FP-2	PKA-R2B activ
14	3	-6	17	1	6
15	5	2	7	0	1
16	0	1	8	-4	-6
17	16	2	-39	0	-3
18	-5	-14	22	-5	-10
19	-2	1	22	-4	13
20	-3	1	-29	-4	-5
21	3	-3	-7	1	-12
22	-8	-2	.	.	5
23	1	-1	-9	14	-1
24	-2	-14	28	-3	2
25	5	-4	14	.	-9
26	10	-7	20	.	-2
27	1	-2	-13	41*	-2
28	18	-2	15	4	-4
29	-3	7	-35	2	2
30	-3	-2	-15	1	8

Five compounds out of the list above, sorted by the value under SR-BI uptake up, largest number first:
#	molecule	SR-BI uptake up
19	COCC(C)NC(=O)c1cc(OC)cc(OC)c1 (centres undefined)	22
23	COc1ccc(NC(=O)c2ccccc2NC(=O)C2CCCO2)cc1 (centres undefined)	-9
27	CCn1nnnc1SCC(=O)c1cc(OC)ccc1OC	-13
20	O=C(Nc1ccccc1N1CCCCC1)c1ccco1	-29
17	COc1ccc(-c2cc(C(=O)N/N=C(\C)c3ccco3)c3ccccc3n2)c(OC)c1	-39

Following part:
#	molecule	LANA DNA inh	DAGLB inhibitor	CAL PDZ FP-1	Keap1 Nrf2 FP	RTF Ca sens act
31	CC1CCCC(C)N1C(=O)COC(=O)c1cc(S(=O)(=O)N2CCOCC2)ccc1Cl (centres undefined)	0.1	0	-3.4	4	-8
32	O=C(c1ccc(CNS(=O)(=O)c2cccc(C(F)(F)F)c2)cc1)N1CCOCC1	0.3	0	-1.0	1	-6
33	C=CCn1c(SCC(=O)O)nc2sc(CC)cc2c1=O	0.9	-2	0.6	-2	-1
34	O=C(Nc1ccc(NC(=O)c2ccccc2O)cc1)Nc1ccc(F)cc1F	0.2	2	-0.9	-6	-3
35	CCN(CCCNC(=O)CCn1c(=S)[nH]c2cc3c(cc2c1=O)OCO3)c1cccc(C)c1	0.4	9	-2.0	1	7
36	Cc1[nH]c2ccccc2c1C(=O)CSc1ccccn1	0.4	-2	-1.6	-4	7
37	CCc1nnc(NC(=O)c2ccc(Br)c(S(=O)(=O)N3CCOCC3)c2)s1	0.9	-1	-3.0	2	-4
38	NS(=O)(=O)c1ccc(CCNC(=O)C(=O)NCC2OCCN2S(=O)(=O)c2ccc(F)cc2)cc1 (centres undefined)	-0.5	1	-0.8	-6	-2
39	CC1CCCCN1C(=O)CSc1nnc(-c2ccc(Cl)s2)o1 (centres undefined)	-0.8	-2	-0.7	-2	-3
40	COc1ccc(-n2nnnc2SCC(=O)NNC(=O)c2ccc([N+](=O)[O-])cc2)cc1	-0.8	2	1.7	-2	0
41	CCOc1ccc(NC(=O)Cn2cc(C(C)=O)c3ccccc32)cc1	1.4	-2	0.5	-8	1
42	CC(C)(O)CN(C(=O)C(c1ccccc1)c1ccccc1)C1CCCCC1	-5.2	-1	-0.3	7	4
43	CN(C)C1=C(Cl)C(=O)N(c2ccc(Cl)c(Cl)c2)C1=O	4.2	7	-1.7	-6	6
44	CCOC(=O)C1CCN(S(=O)(=O)c2ccc(OC)c(Cl)c2Cl)CC1	-1.3	-4	-0.6	3	1

#	Rtt109 HAT inh	RTF Ca sens inh	SR-BI uptake up	CAL PDZ FP-2	PKA-R2B activ
31	-9	-4	-58	-9	-3
32	-6	-1	21	.	2
33	-7	-6	4	.	-4
34	-6	-1	.	-4	4
35	-1	-2	-9	-1	-3
36	0	3	-23	.	-4
37	-3	-24	.	-6	-4
38	-2	-3	11	1	3
39	-9	0	-12	-35	2
40	16	-1	-23	-7	-11
41	0	-4	-12	1	7
42	5	-8	11	31*	-3
43	-2	-9	.	-1	-4
44	-13	2	15	2	-10
